Screening data: PubChem BioAssay, The Scripps Research Institute Molecular Screening Center
TAAR1 agonist: human TAAR1 agonism; Q96RJ0; CHO RD-HGA16 TAAR1, Fluo-8 calcium fluorescence; vehicle wells 0%, saturating PEA agonist 100%; activation, % at 3 µM; hit rate 0.99% among 360,000;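 active means activation above the mean activation of all test compounds in the run plus 3 SD, cut at about 38% in these data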
Target sequence (Q96RJ0 whole entry, looked up): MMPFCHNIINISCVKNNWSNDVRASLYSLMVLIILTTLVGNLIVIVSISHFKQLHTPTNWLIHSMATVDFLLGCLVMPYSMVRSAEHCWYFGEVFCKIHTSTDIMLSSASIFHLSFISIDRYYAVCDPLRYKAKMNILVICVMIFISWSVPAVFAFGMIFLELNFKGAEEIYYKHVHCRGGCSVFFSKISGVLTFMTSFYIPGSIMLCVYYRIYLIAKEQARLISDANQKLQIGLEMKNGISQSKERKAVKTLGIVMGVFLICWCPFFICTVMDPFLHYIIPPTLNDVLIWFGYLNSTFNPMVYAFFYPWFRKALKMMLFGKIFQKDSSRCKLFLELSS
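Test system: RD-HGA16 (CHO) cells co-expressing Gα16 and hTAAR1; dosing: one-point dosing at 3 µM (nominal); timing: 17-24 h seeding, 75 min 37 °C dye, 30 min RT; signal: kinetic Fluo-8 calcium fluorescence; read-out basis: % activation relative to PEA EC100 response; controls: DMSO and PEA EC100; replicates: n 1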
CHRM1 agonist: human M1 muscarinic receptor agonism | P11229 | CHO-K1 hM1, Fluo-8 calcium fluorescence, agonist mode; 0% DMSO, 100% acetylcholine EC100 | activation, % at 3 µM | hit rate 0.33% among 360,000 | AID 588814;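 active means activation above the run's mean compound activation plus 3 SD, cut at about 16% in these data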;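 further: peak over basal fluorescence ratio within a 140 s kinetic read after compound addition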
Target sequence (P11229 whole entry, looked up): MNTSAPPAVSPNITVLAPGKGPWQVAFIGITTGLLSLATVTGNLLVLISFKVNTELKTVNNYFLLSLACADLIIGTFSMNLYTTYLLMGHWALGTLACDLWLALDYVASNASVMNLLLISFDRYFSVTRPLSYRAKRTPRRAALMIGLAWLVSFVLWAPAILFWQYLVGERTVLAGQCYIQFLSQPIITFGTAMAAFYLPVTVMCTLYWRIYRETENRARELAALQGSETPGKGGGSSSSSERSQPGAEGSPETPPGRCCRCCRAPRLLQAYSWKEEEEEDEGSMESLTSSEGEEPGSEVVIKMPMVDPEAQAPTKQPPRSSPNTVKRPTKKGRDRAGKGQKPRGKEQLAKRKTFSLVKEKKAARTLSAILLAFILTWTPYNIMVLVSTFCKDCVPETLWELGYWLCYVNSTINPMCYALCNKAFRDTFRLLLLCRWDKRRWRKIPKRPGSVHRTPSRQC
CHO parental Ca: counter-screen for OX1R antagonists: effect in parental CHO cells; hit rate 0.63% among 330,000; parental CHO-K1, ATP-induced calcium, Fluo-8 fluorescence; inhibition, % at 5.6 µM;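 active means inhibition above that plate's mean sample inhibition plus 3 SD, cut at about 26% in these data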;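 further: 0% = ATP-challenged DMSO wells and 100% = DMSO wells without ATP; some compounds past the cut are filed as inactive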
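Material – parental CHO cells · Reagent – ATP stimulus · Compound – single nominal dose of 5.6 µM per compound · Detection – Fluo-8 fluorescence · Read-out basis – percent inhibition of calcium signal · Controls – ATP-challenged DMSO wells low, unchallenged DMSO wells high · Repeats – no replicates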
CHRM1 antagonist: antagonists of human M1 muscarinic receptor | P11229 | CHO-K1 hM1, Fluo-8 calcium fluorescence, ACh EC80 antagonist | inhibition, % at 3 µM | hit rate 1.3% among 360,000 | AID 588852;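 active means percent inhibition above its own plate's cutoff, namely the mean of that plate's compound wells plus 3 SD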;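 further: peak over basal fluorescence ratio during 140 s after agonist addition; 0% = ACh EC80 plus DMSO and 100% = DMSO alone without agonist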
CHO-K1 Ca antag: counter-screen for M1 antagonists: effect in parental CHO-K1 cells; ATP-induced calcium, Fluo-8 fluorescence; inhibition, % at 3 µM; hit rate 0.6% among 360,000; AID 602250;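 active means inhibition above a per-plate cutoff, the plate's mean sample inhibition plus 3 SD, cut at about 24% in these data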;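 further: 0% = DMSO plus EC80 ATP and 100% = DMSO alone without ATP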
M1 PAM parental: M1 PAM counterscreen hit in parental CHO-K1 cells | AID 602247 | ATP EC20, Fluo-8 calcium fluorescence; 0% at ATP EC20, 100% at ATP max | activation, % at 3 µM | hit rate 0.02% among 360,000;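 active means activation above the run cutoff, the mean activation of all test compounds plus 3 SD, cut at about 40% in these data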;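 further: peak over basal fluorescence ratio in a 140 s read after ATP addition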
TAAR1 antag: antagonists of human TAAR1. CHO RD-HGA16 TAAR1, Fluo-8 calcium fluorescence, antagonist. inhibition, % at 3 µM. AID 624466. hit rate 1.5% among 360,000;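 active means inhibition above a per-plate cutoff, the mean inhibition of test compounds on that plate plus 3 SD, cut at about 49% in these data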;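 further: 0% = DMSO plus EC80 beta-PEA response and 100% = DMSO alone without agonist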
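Test system: CHO RD-HGA16 cells bearing hTAAR1 | Reagent: β-PEA, EC80 | Compound dosing: 3 µM, single point | Schedule: Dye loading 75 min at 37 °C, then 30 min room temperature | Signal: Calcium fluorescence with Fluo-8 | Evaluation: Percent inhibition of PEA-evoked calcium signal, max/basal emission ratio | Control set: DMSO-only wells and EC80 β-PEA-stimulated wells | Repeats: Singlicate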
CHO-K1 Ca ag: counter-screen for M1 agonists: effect in parental CHO-K1 cells | hit rate 0.48% among 360,000 | Fluo-8 calcium fluorescence; scaled to maximal ATP response, vehicle zero | AID 602248 | activation, % at 3 µM; in the data active means activation above about 15%;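 further: untransfected CHO-K1 host cells lacking M1 receptor as counterscreen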
M1 PAM: human CHRM1 positive allosteric modulation. activation, % at 3 µM. AID 588819. P11229. CHO-K1 hM1, Fluo-8 calcium fluorescence, ACh EC20; 0% = ACh EC20, 100% = maximal ACh. hit rate 0.088% among 360,000; in the data active means activation above about 19%, passing the limit was not always enough
Starred values were filed as active, the others as inactive.

O=C(COc1ccc2ccc(=O)oc2c1)NC1CCN(Cc2ccccc2)CC1 was read as TAAR1 agonist 1.5, CHRM1 agonist -4.9, CHO parental Ca -9.7, CHRM1 antagonist 3.7, CHO-K1 Ca antag -19.9, M1 PAM parental 12.8, TAAR1 antag -11.3, CHO-K1 Ca ag 0.4 and M1 PAM -6.0.
Screening N#CC1=C(N)OC2=C(C(=O)CCC2)C1c1cc2c(cc1Br)OCO2 (stereo not given) returned TAAR1 agonist 1.0, CHRM1 agonist -8.3, CHO parental Ca -3.5, CHRM1 antagonist 30.2*, CHO-K1 Ca antag 28.5*, M1 PAM parental -9.5, TAAR1 antag -16.2, CHO-K1 Ca ag -0.1 and M1 PAM -11.2.
Screening CCOc1ccc(CN2CCNC(=O)C2CC(=O)OC)cc1 (stereo not given) returned TAAR1 agonist -0.2, CHRM1 agonist -3.8, CHO parental Ca -8.5, CHRM1 antagonist -7.8, CHO-K1 Ca antag -6.8, M1 PAM parental 19.1, TAAR1 antag -11.8, CHO-K1 Ca ag 1.0 and M1 PAM 5.3.
CCCNC(=O)c1sc2c(c1C(=O)Nc1ccccn1)CCCC2 was read as TAAR1 agonist 5.5, CHRM1 agonist -5.7, CHO parental Ca -27.0, CHRM1 antagonist 3.3, CHO-K1 Ca antag -14.3, M1 PAM parental 6.0, TAAR1 antag -18.7, CHO-K1 Ca ag 0.6 and M1 PAM 1.0.
Screening CCC(=O)N1CCCC(C(=O)Nc2nc3ccccc3[nH]2)CC1 (stereo not given) returned TAAR1 agonist 1.3, CHRM1 agonist -3.7, CHRM1 antagonist -2.9, CHO-K1 Ca antag -6.7, M1 PAM parental 3.9, TAAR1 antag -4.1, CHO-K1 Ca ag 0.3 and M1 PAM -1.3.
Screening O=C(O)c1cccc(N/C(=N\S(=O)(=O)c2ccccc2)c2ccccc2)c1 returned TAAR1 agonist 1.9, CHRM1 agonist -0.6, CHO parental Ca -7.3, CHRM1 antagonist -4.3, CHO-K1 Ca antag -5.8, M1 PAM parental 0.7, TAAR1 antag -5.2, CHO-K1 Ca ag -0.1 and M1 PAM 7.9.
`COc1cc2c(cc1OC)CN(C(=O)Nc1ccccc1Cl)CC2` gave TAAR1 agonist -1.9, CHRM1 agonist 2.5, CHO parental Ca -4.6, CHRM1 antagonist -16.9, CHO-K1 Ca antag 4.1, M1 PAM parental 1.5, TAAR1 antag 16.2, CHO-K1 Ca ag 1.8 and M1 PAM 11.2.
Screening Cc1cccc(NC(=O)CCN2C(=O)C3C4C=CC(C4)C3C2=O)n1 (stereo not given) returned TAAR1 agonist 4.5, CHRM1 agonist -3.6, CHO parental Ca -5.1, CHRM1 antagonist 0.3, CHO-K1 Ca antag -14.2, M1 PAM parental 13.7, TAAR1 antag 6.3, CHO-K1 Ca ag 0.0 and M1 PAM 1.1.
`COc1cccc(/C=N/N2CCOCC2)c1O` gave TAAR1 agonist 9.0, CHRM1 agonist -5.2, CHO parental Ca -12.6, CHRM1 antagonist 0.2, CHO-K1 Ca antag 10.4, M1 PAM parental -8.9, TAAR1 antag -13.5, CHO-K1 Ca ag -0.5 and M1 PAM -3.4.
CCCc1nc(SCC(=O)Nc2cc(C)on2)c2ccccc2n1 was read as TAAR1 agonist 3.9, CHRM1 agonist -4.0, CHO parental Ca -21.4, CHRM1 antagonist -4.4, CHO-K1 Ca antag -8.2, M1 PAM parental 17.3, TAAR1 antag -0.3, CHO-K1 Ca ag 0.6 and M1 PAM 9.0.
CN1C(=O)c2cccc3c(S(=O)(=O)NCCc4ccccc4)ccc1c23 was read as TAAR1 agonist 3.9, CHRM1 agonist -0.3, CHO parental Ca -3.1, CHRM1 antagonist -4.5, CHO-K1 Ca antag -8.8, M1 PAM parental 6.6, TAAR1 antag 7.3, CHO-K1 Ca ag 5.1 and M1 PAM 11.9.
`CC(=O)c1sc(NC(=O)C=C(C)C)nc1C` gave TAAR1 agonist 15.5, CHRM1 agonist -6.7, CHO parental Ca -1.9, CHRM1 antagonist -3.3, CHO-K1 Ca antag -3.4, M1 PAM parental 19.7, TAAR1 antag -2.2, CHO-K1 Ca ag 0.2 and M1 PAM 9.2.
O=C(N/N=C/C1CC=CCC1)c1ccccc1O (stereo not given) was read as TAAR1 agonist -0.2, CHRM1 agonist 0.3, CHO parental Ca -4.8, CHRM1 antagonist 1.6, CHO-K1 Ca antag -14.4, M1 PAM parental 9.5, TAAR1 antag 7.6, CHO-K1 Ca ag 1.0 and M1 PAM -0.1.
For Cc1ccc(C2N(c3ccc(Cl)cc3)C(=O)N3CCCN23)cc1 (stereo not given) the results were TAAR1 agonist -0.9, CHRM1 agonist 0.5, CHO parental Ca -12.6, CHRM1 antagonist 3.7, CHO-K1 Ca antag 14.2, M1 PAM parental -5.6, TAAR1 antag -11.2, CHO-K1 Ca ag 1.4 and M1 PAM 4.2.
`Cc1ccc(-c2csc3nc(C)n(N)c(=O)c23)cc1` gave TAAR1 agonist 6.8, CHRM1 agonist -6.8, CHO parental Ca -14.2, CHRM1 antagonist -5.6, CHO-K1 Ca antag -7.2, M1 PAM parental 13.5, TAAR1 antag -11.7, CHO-K1 Ca ag -0.3 and M1 PAM 8.2.
`COC(=O)[C@]1(C)N[C@H](CN(C)S(=O)(=O)c2ccc(OC(F)(F)F)cc2)[C@@H]2C(=O)N(C)C(=O)[C@@H]21` gave TAAR1 agonist -0.6, CHRM1 agonist -2.4, CHO parental Ca -17.6, CHRM1 antagonist -2.5, CHO-K1 Ca antag -17.8, M1 PAM parental 17.4, TAAR1 antag -7.7, CHO-K1 Ca ag 0.8 and M1 PAM 1.3.
O=C(CN1C(=O)CCS(=O)(=O)c2ccccc21)NCc1ccc2c(c1)OCO2 was read as TAAR1 agonist 5.6, CHRM1 agonist -2.7, CHO parental Ca -7.2, CHRM1 antagonist -13.3, CHO-K1 Ca antag -3.4, M1 PAM parental 9.9, TAAR1 antag 10.1, CHO-K1 Ca ag 0.2 and M1 PAM 10.9.
`Cc1ccccc1OCC(=O)N/N=C/c1ccc([N+](=O)[O-])o1` gave TAAR1 agonist 1.3, CHRM1 agonist -4.0, CHO parental Ca -3.2, CHRM1 antagonist -4.5, CHO-K1 Ca antag 7.0, M1 PAM parental 2.0, TAAR1 antag 6.9, CHO-K1 Ca ag 0.7 and M1 PAM 6.9.
`Cc1cc(=O)[nH]c(SCC(=O)NN(c2ccccc2)c2ccccc2)n1` gave TAAR1 agonist 2.2, CHRM1 agonist -2.2, CHO parental Ca -11.1, CHRM1 antagonist -0.3, CHO-K1 Ca antag 2.3, M1 PAM parental -8.2, TAAR1 antag -19.1, CHO-K1 Ca ag 0.4 and M1 PAM -0.5.
For O=C(Nc1cc(S(=O)(=O)N2CCCC2)ccc1OCC(F)(F)F)c1ccncc1 the results were TAAR1 agonist 0.9, CHRM1 agonist -6.1, CHRM1 antagonist -10.9, CHO-K1 Ca antag -9.4, M1 PAM parental 8.7, TAAR1 antag 4.3, CHO-K1 Ca ag 0.3 and M1 PAM 8.9.
For Cc1nonc1NC(=O)CSc1nnc(-c2ccoc2C)n1-c1cccc(Cl)c1 the results were TAAR1 agonist 5.0, CHRM1 agonist -3.4, CHO parental Ca -30.3, CHRM1 antagonist -15.1, CHO-K1 Ca antag -4.3, M1 PAM parental 14.8, TAAR1 antag -4.8, CHO-K1 Ca ag 1.0 and M1 PAM 9.7.
`CC(=O)NC(C)(c1ccccc1)c1nc(-c2cccc3cccnc23)cs1` (stereo not given) gave TAAR1 agonist 2.4, CHRM1 agonist -6.8, CHRM1 antagonist -4.1, CHO-K1 Ca antag -4.7, M1 PAM parental 3.0, TAAR1 antag 1.4, CHO-K1 Ca ag 0.6 and M1 PAM -3.4.
Nc1cc(C2CCCC2)nn1-c1ccccc1 was read as TAAR1 agonist 6.9, CHRM1 agonist -3.3, CHO parental Ca -22.4, CHRM1 antagonist 0.0, CHO-K1 Ca antag -7.8, M1 PAM parental 17.7, TAAR1 antag -13.8, CHO-K1 Ca ag 4.2 and M1 PAM 7.8.
For CCCNC(=O)c1onc(CSc2ccc(Cl)cc2)c1C(=O)NCCC(C)C the results were TAAR1 agonist 6.3, CHRM1 agonist -1.9, CHO parental Ca -37.4, CHRM1 antagonist 0.3, CHO-K1 Ca antag -5.6, M1 PAM parental -10.2, TAAR1 antag 3.5, CHO-K1 Ca ag -0.2 and M1 PAM -0.7.
`CCN(CC)S(=O)(=O)c1ccc(NS(=O)(=O)c2ccc(OC)c([N+](=O)[O-])c2)cc1` gave TAAR1 agonist 5.8, CHRM1 agonist -0.8, CHO parental Ca -14.1, CHRM1 antagonist -2.8, CHO-K1 Ca antag 0.2, M1 PAM parental 8.9, TAAR1 antag 2.2, CHO-K1 Ca ag -0.1 and M1 PAM 6.0.
O=C(O)C(c1ccccc1)C(O)c1ccc2c(c1)OCO2 (stereo not given) was read as TAAR1 agonist 2.0, CHRM1 agonist -2.0, CHRM1 antagonist -15.8, CHO-K1 Ca antag -16.3, M1 PAM parental 18.5, TAAR1 antag 2.3, CHO-K1 Ca ag 1.4 and M1 PAM 7.6.
For O=C(c1ccccc1Cl)N1CCN(c2ccccn2)CC1 the results were TAAR1 agonist 6.7, CHRM1 agonist -4.5, CHO parental Ca -12.3, CHRM1 antagonist 6.3, CHO-K1 Ca antag 5.9, M1 PAM parental 13.9, TAAR1 antag 6.0, CHO-K1 Ca ag 1.6 and M1 PAM -0.5.
Screening CN(C)S(=O)(=O)N1CCC(Oc2cccc(C(=O)NCCC3=CCCCC3)c2)CC1 returned TAAR1 agonist 12.7, CHRM1 agonist 3.3, CHO parental Ca 1.5, CHRM1 antagonist 20.1, CHO-K1 Ca antag 2.0, M1 PAM parental -2.8, TAAR1 antag 81.3*, CHO-K1 Ca ag 16.2* and M1 PAM -16.3.
`COc1ccccc1CNS(=O)(=O)c1c(C)[nH]c(=O)[nH]c1=O` gave TAAR1 agonist 5.9, CHRM1 agonist -3.8, CHO parental Ca 3.4, CHRM1 antagonist -4.0, CHO-K1 Ca antag -19.1, M1 PAM parental 9.2, TAAR1 antag -3.2, CHO-K1 Ca ag 0.7 and M1 PAM 2.6.
O=C(CSCC(=O)NC1CCCC1)Nc1ccccc1 was read as TAAR1 agonist 4.4, CHRM1 agonist -7.3, CHO parental Ca -12.8, CHRM1 antagonist -2.6, CHO-K1 Ca antag -0.1, M1 PAM parental 9.3, TAAR1 antag 3.9, CHO-K1 Ca ag 1.1 and M1 PAM 1.9.
For Cn1c(=O)n(C)c2cc3[nH]cnc3cc21 the results were TAAR1 agonist 0.3, CHRM1 agonist -3.6, CHO parental Ca -8.2, CHRM1 antagonist -4.1, CHO-K1 Ca antag -8.8, M1 PAM parental -7.0, TAAR1 antag 6.7, CHO-K1 Ca ag 0.6 and M1 PAM 0.6.
